# GAA glycogen: qHTS Assay for Inhibitors and Activators of Human alpha-Glucosidase Cleavage of Glycogen. AID 2100, 2009. actives 0.38% (n = 300,000). recombinant GAA, glycogen substrate, Amplex Red glucose oxidase fluorescence. Potency, µM (top dose mostly 76.4 µM), for the others: at the top dose activity change, negative = inhibition, most hits filed as inhibitors. Lysosomal alpha-glucosidase (Homo sapiens), P10253; active = well fitted inhibition curve with a large enough effect; inconclusive = small, poorly fitted or top-dose-only effect, or another doubt; inactive = no such curve, though single readings can be large or run the other way;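 also: 0% = full enzyme reaction and -100% = no-enzyme basal signal; the screen sought inhibitors and activators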
#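 Recombinant human enzyme (4 nM); glycogen substrate; 37 C, 40 min, pH 5.0. Readout: coupled glucose oxidase/Amplex Red fluorescence.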
# * hit, by the source's call; ? = inconclusive; & = joins results of further samples; [ ] = dose if it differs, or a comment. Potency is read from the fitted curve at half-maximal effect.
canonical_smiles | GAA glycogen
O=C(Nc1ccc(N2CCCC2)cc1)c1ccc(Br)cc1 | 9.5%[76.3 µM]
O=C(Nc1ccc(Oc2ccccc2)nc1)C1CCCCN1Cc1ccc(OCCO)cc1 (configuration not stated) | ?
Fc1ccc(-c2csc3ncnc(N4CCN(Cc5ccccc5)CC4)c23)cc1 | -11.2%[76.3 µM]
CSc1cccc(NC(=O)C2CC(=O)N(Cc3ccccc3)C2)c1 (configuration not stated) | 1.2%[76.3 µM]
CC(NC(=O)C1CCN(S(=O)(=O)c2cccc3cccnc23)CC1)c1ccccc1 (configuration not stated) | -15.0%[76.3 µM]
CC(=O)N1CCN(c2nc3ccc(Br)cc3s2)CC1 | -5.0%[76.3 µM]
CC1CCN(C(=O)CSc2nnc(N)s2)CC1 | -6.4%[76.3 µM]
O=C(NCCc1ccccc1)C(=O)NCC1OCCN1S(=O)(=O)c1ccc(Br)cc1 (configuration not stated) | 1.7%[76.3 µM]
Cn1ccc(C(=O)Nc2sc3c(c2C(N)=O)CCCCC3)n1 | -2.1%[76.3 µM]
COc1cc(C(=O)Nc2ccc(C(=O)NCC3CCCO3)cc2)cc(OC)c1OC (configuration not stated) | 6.5%[76.3 µM]
Cc1cccc2c1ncc1c(=O)n(-c3ccccc3)[nH]c12 | -7.5%
CN(C)C(=O)CCC(=O)N1CCCC(C(=O)c2ccc(C(F)(F)F)cc2)C1 (configuration not stated) | 6.2%[76.3 µM]
CC(C)CC(=O)NCC1(N(C)C)CCCCC1 | 0.8%[76.3 µM]
Cc1cccc(N(CC(=O)NCC2CCCO2)C(=O)CCC(=O)Nc2nccs2)c1 (configuration not stated) | 7.2%
COc1ccc(CN(C)C(=O)Cc2c[nH]c3ccccc23)c(OC)c1OC | -8.5%
CC(=O)N(Cc1cccc(Br)c1)c1ccc(N2CCOCC2)c(Cl)c1 | 5.0%[76.3 µM]
CC(=O)Nc1ccc(S(=O)(=O)N2CCC(C(=O)N[C@@H](C)C(=O)NC3CCCC3)CC2)cc1 | -8.1%[76.3 µM]
COc1ccc(C(=O)NC(C(=O)N2CCN(c3ccccc3O)CC2)C(C)C)cc1 (configuration not stated) | 8.2%[76.3 µM]
CC(=O)N1CCN(c2ccc(NC(=O)c3ccc([N+](=O)[O-])o3)cc2Cl)CC1 | 11.2%
COc1ccc(Cl)cc1C(=O)Nc1ccc(-c2nnc3n2CCCCC3)cc1 | 9.3%[76.3 µM]
N#Cc1ccccc1CSCCNC(=O)Cc1c(F)cccc1Cl | -7.7%
Cc1ccc(NC(=O)Nc2nnc(Cc3ccc(F)cc3)s2)cc1 | 5.9%
Cc1cccc(NC(=O)CSc2ccc(-c3ccccn3)nn2)c1 | 13.5%[76.3 µM]
N#Cc1ccccc1NC(=O)c1ccc2c(c1)OCCO2 | -3.9%
O=c1[nH]c(/C=C\c2cccc(C(F)(F)F)c2)nc(O)c1[N+](=O)[O-] | 12.7%[76.3 µM]
CCCn1c(COc2ccccc2OC)nc2ccccc21 | -4.8%[76.3 µM]
CC(C)CNc1ncnc2c1cnn2Cc1ccccc1Cl | 4.3%
CC(=O)N/C(=C\c1ccccc1)C(=O)OCc1cccc(S(=O)(=O)N(C)C)c1 | -5.3%
O=C(O)c1ccc(-c2ccc(OS(=O)(=O)c3ccccc3F)cc2)cc1 | -0.9%[76.3 µM]
CN(C)S(=O)(=O)c1cccc(COc2cccnc2[N+](=O)[O-])c1 | 2.0%

# Single values from the list:
# O=C(Nc1ccc(N2CCCC2)cc1)c1ccc(Br)cc1 | GAA glycogen: 9.5%[76.3 µM]
# CCCn1c(COc2ccccc2OC)nc2ccccc21 | GAA glycogen: -4.8%[76.3 µM]
# CC(=O)N/C(=C\c1ccccc1)C(=O)OCc1cccc(S(=O)(=O)N(C)C)c1 | GAA glycogen: -5.3%
# CC(=O)N1CCN(c2nc3ccc(Br)cc3s2)CC1 | GAA glycogen: -5.0%[76.3 µM]

# Next part:
canonical_smiles | GAA glycogen
Cc1ccc2c(c1)N(CC(=O)NCCc1ccc(Cl)cc1)C(=O)c1cccnc1O2 | 11.7%&-8.2%[76.3 µM]
COc1ccccc1C(=O)OC(C)CN1CCN(C)CC1 (configuration not stated) | -0.1%[76.3 µM]
Cc1ccc(C)c(S(=O)(=O)NC(C)C(=O)NCc2ccccn2)c1 (configuration not stated) | -8.5%[76.3 µM]
CCN1CCCC1CNC(=O)c1cc2cc(F)ccc2[nH]1 (configuration not stated) | -8.0%
Cc1ccc(CSCCNC(=O)CN(c2ccc(F)cc2)S(C)(=O)=O)cc1 | -9.2%[76.3 µM]
O=S(=O)(c1cc(Cl)ccc1Cl)N1CCN(c2ccccn2)CC1 | -8.3%
Cc1ccccc1CNC(=O)Nc1ccc(Cl)cc1 | -0.9%[76.3 µM]
COc1ccccc1CNC(=O)CSc1ccc(-c2sc(-c3ccccc3)nc2C)nn1 | 6.9%[76.3 µM]
C[C@@H](C(=O)NCCc1ccccc1)N1C(=O)N2CCc3c([nH]c4ccccc34)[C@@]2(C)C1=O | -12.0%[76.3 µM]
CCOc1ccc(CNC(=O)C2CCN(C(=O)N3CC(CC)Oc4ccccc43)CC2)cc1 (configuration not stated) | -5.2%[76.3 µM]
Cc1nc(N2CCN(c3ccccn3)CC2)c2c(C)c(C(=O)N3CCN(c4cccc(Cl)c4)CC3)sc2n1 | 1.5%
O=C(CCn1c(=S)[nH]c2cc3c(cc2c1=O)OCO3)NCc1ccc(Cl)cc1 | -2.5%[76.3 µM]
Cc1cccc(Cn2c(N3CCN(C)CC3)nc3c2c(=O)[nH]c(=O)n3C)c1 | 8.3%[76.3 µM]
Cc1ccccc1C(=O)N1CCC(C(=O)NC2CCCCCC2)CC1 | 7.7%
CCOC(=O)c1c(S(=O)(=O)NCC(=O)N2CCN(c3ccccc3OC)CC2)c(C)n(C)c1C | 1.3%[76.3 µM]
Cc1cccc(NS(=O)(=O)c2ccc3c(c2)CC(C)N3C(=O)C2CCC2)c1C (configuration not stated) | 3.9%[76.3 µM]
Cc1ccc(-n2c(=O)[nH]c3c(C(N)=O)nc(C(C)C)nc32)cc1 | -6.2%
O=C(OCC(O)COc1ccccc1)c1ccc([N+](=O)[O-])cc1 (configuration not stated) | 2.2%
C[C@H]1CCC2[C@](C)(CO)[C@@H](O)CC[C@]2(C)[C@@]12CCC(CO)(CCO)O2 (some centres not stated) | 6.6%
O=C(c1ccc(F)cc1)c1ccc(-c2ccc(F)cc2)nc1 | 5.1%
CCN(CCCNC(=O)CNC(=O)c1nn(-c2ccc(OC)cc2)c(=O)c2ccccc12)c1cccc(C)c1 | -23.4%
Cc1cc(C(=O)NC2CC(C)(C)Cc3c2cnn3-c2ccccc2)n(C)n1 (configuration not stated) | 2.6%[76.3 µM]
CCN(CC)CCNC(=O)c1cc(-c2cccnc2)nc2ccc(S(=O)(=O)N3CCC(C)CC3)cc12 | -18.3%[76.3 µM]
CCOc1ccccc1NC(=O)c1cc(=O)c2ccccc2o1 | 1.6%[76.3 µM]
O=C(CNC(=O)c1ccc(Br)cc1)N=Nc1c(O)[nH]c2ccc([N+](=O)[O-])cc12 | -15.9%
COc1cc(C(=O)Nc2scc(-c3ccc(Br)cc3)c2C(=O)O)cc(OC)c1OC | 0.5%
CN(C)C(CNC(=O)c1ccc(S(=O)(=O)Nc2ccccc2F)cc1)c1ccccc1 (configuration not stated) | -1.1%[76.3 µM]
O=C(COc1ccc2ccc(=O)oc2c1)NC1CCCC1 | -9.1%[76.3 µM]
CC(C)N(CC(N)=O)c1ncnc2sc(-c3ccccc3)cc12 | -9.7%
COc1ccc(CCC(=O)NNC(=O)c2ccc(OC)cc2)cc1 | -7.5%
COCCNc1cc(-c2ccccc2)nc2cc(-c3cccc(F)c3)nn12 | -8.9%[76.3 µM]
O=C(COc1ccccc1F)Nc1ccc2nc(SCc3ccccc3)sc2c1 | 7.1%[76.3 µM]
COc1ccc(Cn2nc(C(=O)O)c3ccccc3c2=O)cc1F | -0.9%
CSCCC(NC(=O)/C(=C\c1ccco1)NC(=O)c1ccco1)C(=O)O (configuration not stated) | -15.5%[76.3 µM]
COc1ccccc1C(=O)Nc1cc(C)c(OCC(=O)N2CCOCC2)c(C)c1 | -5.6%[76.3 µM]
COc1cccc(/C=C2\CC(C)Cc3c2nc2ccccc2c3C(=O)O)c1OC (configuration not stated) | -4.3%
O=C(NCC1CCCO1)C(=O)N/N=C\c1ccc2c(c1)OCO2 (configuration not stated) | -15.2%[76.3 µM]
O=c1[nH]c2ccccc2c2cn(-c3ccccc3)nc12 | 1.9%[76.3 µM]
Cc1cc(=O)n2[nH]c(-c3cccc(Cl)c3)cc2n1 | 3.9%
CC(CC(F)(F)F)N1CCC(n2nccc2NC(=O)CCCc2ccccc2)CC1 (configuration not stated) | -2.8%[76.3 µM]
COc1cccc(NC(=O)CN(C)CC(=O)Nc2cccc(C(F)(F)F)c2)c1 | -6.3%
Cc1nc2ccc(C(=O)Nc3ccccc3Cl)cc2s1 | -0.6%[76.3 µM]
COc1ccccc1N1C(=O)c2ccccc2NC1c1ccc(O)cc1 (configuration not stated) | 0.4%
O=C(CSc1nc2scc(-c3ccccc3)c2c(=O)[nH]1)N1CCOCC1 | 1.7%[76.3 µM]
CCOC(=O)CSc1nc2c(sc(=S)n2-c2ccc(CC)cc2)c(=O)[nH]1 | 1.9%
COc1cc2ccccc2cc1C(=O)Nc1ccc(C)cn1 | -3.1%[76.3 µM]
O=c1[nH]cnc2c1nc(NCc1ccccc1)n2C1O[C@@H](CO)[C@H](O)[C@@H]1O (some centres not stated) | 0.4%
O=C(CN1C(=O)COc2ccc(S(=O)(=O)NC3CCCC3)cc21)Nc1ccc(F)c(Cl)c1 | -9.2%[76.3 µM]
CC(=O)N(C)c1ccc(N=Cc2c(O)ccc3ccccc23)cc1 | -11.7%[76.3 µM]
CCOC(=O)CSc1nnc(NC(=O)CN2CCCCC2)s1 | 5.2%
CCOc1ccccc1NC(=O)C(CC)Sc1nc2ncccc2[nH]1 (configuration not stated) | -4.1%[76.3 µM]
CCOc1ccc(C(CC(=O)O)NC(=O)Cc2ccc(Cl)cc2)cc1 (configuration not stated) | 6.1%
COc1ccc(OC)c(N(CC(=O)N2CCCC2)S(=O)(=O)c2ccccc2)c1 | 7.7%
CC(=O)Oc1ccc(-c2nc3ccccc3c(=O)o2)cc1 | 5.2%[76.3 µM]
COc1ccc(NC(=O)Cn2nnc(C(=O)NCc3cccs3)c2N)cc1Cl | -2.2%[76.3 µM]
CN(CC(=O)Nc1ccccc1C(F)(F)F)C(=O)CC1OC(=O)c2ccccc21 (configuration not stated) | -0.4%[76.3 µM]
Cc1ccccc1OCCSc1nc2ccc(NC(=O)c3cccs3)cc2s1 | -0.2%[76.3 µM]
CC1CC(C)CN(C(=O)C2CCN(S(=O)(=O)c3c(Cl)cccc3Cl)CC2)C1 (configuration not stated) | 10.5%[76.3 µM]
O=c1c2ccccc2[nH]c2ccc(O)cc12 | 20µM*
Cc1c(CCC(=O)N[C@@H](C)C(=O)O)c(=O)oc2c(C)c3oc4c(c3cc12)CCCC4 | 2.8%

# Four compounds from above, ordered by molar mass, largest number first.
canonical_smiles | GAA glycogen
CN(CC(=O)Nc1ccccc1C(F)(F)F)C(=O)CC1OC(=O)c2ccccc21 (configuration not stated) | -0.4%[76.3 µM]
COc1cccc(/C=C2\CC(C)Cc3c2nc2ccccc2c3C(=O)O)c1OC (configuration not stated) | -4.3%
CCOc1ccccc1NC(=O)C(CC)Sc1nc2ncccc2[nH]1 (configuration not stated) | -4.1%[76.3 µM]
CCOC(=O)CSc1nnc(NC(=O)CN2CCCCC2)s1 | 5.2%

# Continued:
canonical_smiles | GAA glycogen
CCc1cccc(C)c1N=Cc1c(O)c2ccccc2oc1=O | -0.8%[76.3 µM]
O=C(N/N=C/c1c[nH]c2ccccc12)c1ccc([N+](=O)[O-])cc1Cl | -6.8%
CC1Oc2ccccc2N(CC(=O)NC2CCCC2)C1=O (configuration not stated) | 2.0%
c1ccc(Cn2ncc3c(N4CCN(C(c5ccccc5)c5ccccc5)CC4)ncnc32)cc1 | -8.4%[76.3 µM]
Cc1oc2c(c(C)cc3oc(=O)c(CC(=O)NCCCN4CCCC4=O)c(C)c32)c1C | 8.2%[76.3 µM]
CCc1ccc(N2CC(C(=O)NCCC3=CCCCC3)CC2=O)cc1 (configuration not stated) | 4.5%[76.3 µM]
O=C(CN1CCC(NC(=O)c2cccc(F)c2)CC1)Nc1ccc(Br)cc1 | -2.1%[76.3 µM]
COc1cc2c(cc1OC)CN(C(=O)c1ccc3[nH]c(C)c(C)c3c1)CC2 | -14.7%[76.3 µM]
CCC1CCC(C(=O)NC(CCSC)C(=O)NCCc2ccc(S(N)(=O)=O)cc2)CC1 (configuration not stated) | -1.8%
O=C(c1ccc([N+](=O)[O-])cc1[N+](=O)[O-])N1CCc2ccccc21 | -1.2%[76.3 µM]
O=C(O)c1ccc(S(=O)(=O)NCc2cccnc2)cc1 | 5.3%
COc1ccc(CC(=O)NCC2CCCN(Cc3ccc(SC)cc3)C2)cc1 (configuration not stated) | -13.6%[76.3 µM]
COc1ccc(OCC(=O)Nc2ccc3c(c2)OCO3)cc1 | -1.2%
COc1ccc(C(O)(CCC(C)C)C(CN2CCOCC2)c2ccc(Cl)cc2)cc1 (configuration not stated) | -0.6%
COCCNc1nc(N)c([N+](=O)[O-])c(N2CCCCCC2)n1 | -11.9%

# Entries shown so far with a cyano group:
canonical_smiles | GAA glycogen
N#Cc1ccccc1CSCCNC(=O)Cc1c(F)cccc1Cl | -7.7%
N#Cc1ccccc1NC(=O)c1ccc2c(c1)OCCO2 | -3.9%

# Compound activity: PubChem, National Center for Advancing Translational Sciences (NCATS)

# An excerpt. The share of hits here may be higher or lower than overall.
